# Screens (PubChem BioAssay)
# GSK3 alpha inh: blockers of GSK3A enzyme activity – biochemical, luminescence, cell-free homogeneous, HTS, primary screen; Glycogen synthase kinase-3 alpha (Homo sapiens), P49840; inhibition, % at 10 µM; hit rate 0.1% among 320,000; AID 2650, 2010; GSK-3 alpha kinase, ADP-Glo luminescence, 60 min;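 in the data active = inhibition above about 50%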;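 also: GST-tagged GSK-3 alpha with peptide substrate and 25 µM ATP; 0% = DMSO neutral wells and 100% = GW8510 positive control wells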
# Target sequence (P49840 whole entry, looked up): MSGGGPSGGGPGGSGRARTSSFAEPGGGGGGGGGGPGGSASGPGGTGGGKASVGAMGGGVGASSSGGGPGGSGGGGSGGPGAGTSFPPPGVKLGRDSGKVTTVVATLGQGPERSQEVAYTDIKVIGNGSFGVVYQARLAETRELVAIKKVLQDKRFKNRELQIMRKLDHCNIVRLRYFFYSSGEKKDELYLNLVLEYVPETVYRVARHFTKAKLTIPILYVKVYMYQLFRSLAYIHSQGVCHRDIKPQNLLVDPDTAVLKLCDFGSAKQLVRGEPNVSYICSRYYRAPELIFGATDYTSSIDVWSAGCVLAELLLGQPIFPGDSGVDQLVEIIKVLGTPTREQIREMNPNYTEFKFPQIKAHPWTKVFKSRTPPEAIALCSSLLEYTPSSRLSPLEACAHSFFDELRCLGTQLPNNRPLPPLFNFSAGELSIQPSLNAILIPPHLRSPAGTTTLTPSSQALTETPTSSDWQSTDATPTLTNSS
# AI-2 QS mod: Vibrio harveyi AI-2 quorum sensing modulators, primary screen, JMH597 strain, luminescence/OD600 ratio; Vibrio harveyi JMH597 AI-2 luminescence/OD600 ratio, 9 h; stronger effect = lower value; strain lacks LuxN and CqsS sensors; 0 = neutral-control median; activity change, % at 7.5 µM; hit rate 0.4% among 300,000; in the data active = activity change below about -75%, passing the limit was not always enough; inconclusive = no clear call, values can overlap the other calls;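 also: luminescence divided by OD600 gain over 9 h not by final OD600 alone; inactives centre near 13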
# PolyA inh: polyadenylation inhibitors in yeast reporter cells, primary screen, luminescence, S. cerevisiae | AID 1875, 2009 | S. cerevisiae SKY197-pL101 polyadenylation reporter, beta-gal luminescence; efflux-impaired pdr1/pdr3 knockout yeast; score 100 = 6 SD above DMSO | hit rate 0.02% among 300,000 | calls only at 12 µM;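 active = lowest replicate activity score at least 50, where 100 means six control SD above control mean; inconclusive = lowest score under 50 but half or more replicates reach 50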;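 also: yeast exposed to compound for 9 h at 30 °C; higher score means more reporter readthrough which indicates perturbed polyadenylation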
# Dyrk1A ADPGlo: rat Dyrk1A kinase inhibitors, primary screen, biochemical, single point, plate reader. Dual specificity tyrosine-phosphorylation-regulated kinase 1A (Rattus norvegicus), Q63470. ADP-Glo luminescence, NFATc1 peptide. inhibition, % at 12.5 µM. hit rate 0.43% among 310,000. AID 504441, 2011; in the data active = inhibition above about 50%;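 also: plate controls were vehicle with enzyme for no effect and no enzyme for full effect; many of its hits are not listed in these tables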
# HSF1 inh: HSF1 inhibitors in luciferase reporter cells, primary screen, cell-based, NIH3T3, luminescence | NIH3T3-HGL HSE-luciferase, MG132-induced, luminescence 8 h; stronger effect = lower value | activity change, negative = inhibition, % at 7.5 µM (by protocol) | hit rate 0.77% among 300,000;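 active = more than half of replicate wells show activity change below -50%, luminescence cut by over half; inconclusive = some wells, but at most half, below -50%; inactive = no replicate well below -50%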;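 also: luciferase reports HSF-1 transcriptional activity via heat shock element; 0% = median of DMSO wells and -100% = zero luminescence signal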
# HSF-1 act: HSF-1 activators, primary screen, NIH3T3-HGL cells, MG132 stress, luminescence, single point; NIH3T3-HGL HSF-1 luciferase reporter, 8 h; 100% = twice DMSO control signal; activation, % at 9 µM; hit rate 1.7% among 300,000;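 active = mean replicate activation of at least 50% with a set share of replicates each reaching 50%; inconclusive = only one of those two conditions met; inactive = mean below 50% and too few replicates reaching it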;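 also: 0% = median of the neutral control wells and 100% = twice that signal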
# HDAC3 inhib: HDAC3 deacetylase inhibitors, primary screen, biochemical, fluorescence, cell-free homogeneous. recombinant HDAC3, fluorogenic peptide/trypsin coupled. inhibition, % at 8.3 µM. hit rate 0.15% among 320,000. AID 2718, 2010; in the data active = inhibition above about 26%, passing the limit was not always enough; inconclusive = no clear call, values can overlap the other calls
# GSK3B inh: human GSK3beta kinase inhibitors, primary screen, biochemical, cell-free homogeneous, HTS. hit rate 0.038% among 300,000. activity score (negative = inhibition), % at 10 µM. Glycogen synthase kinase-3 beta (Homo sapiens), P49841. GST-GSK3beta kinase, ADP-Glo luminescence, 60 min; stronger effect = lower value;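 active = more than half of replicate wells score below -50%, meaning over 50% inhibition versus plate controls; inconclusive = some replicates but at most half score below -50%; inactive = no replicate scores below -50%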;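 also: 0% = median DMSO wells and -100% = median GW8510 positive control wells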
# Target sequence (P49841 whole entry, looked up): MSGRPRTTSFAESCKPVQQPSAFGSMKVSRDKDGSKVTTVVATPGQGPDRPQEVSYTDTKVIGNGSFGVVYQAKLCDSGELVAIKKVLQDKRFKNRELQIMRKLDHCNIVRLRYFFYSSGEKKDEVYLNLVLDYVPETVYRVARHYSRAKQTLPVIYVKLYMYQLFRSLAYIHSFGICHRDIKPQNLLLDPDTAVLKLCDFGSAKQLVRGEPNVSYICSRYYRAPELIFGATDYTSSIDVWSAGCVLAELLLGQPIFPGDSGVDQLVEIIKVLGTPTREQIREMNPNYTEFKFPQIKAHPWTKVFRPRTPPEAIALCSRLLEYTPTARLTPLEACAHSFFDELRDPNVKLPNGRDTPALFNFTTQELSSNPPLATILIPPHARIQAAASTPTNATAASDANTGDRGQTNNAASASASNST
#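 test system = GST-tagged human GSK3beta kinase, cell-free | reagent = 25 µM ATP with peptide substrate | dosing = one dose of 10 µM per compound | schedule = 60 min reaction, RT | detection = luminescent ADP-Glo measurement of ADP formed | control set = DMSO neutral wells and GW8510 at 20 µM as positive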
# HSP90 refold inh: HSP90 inhibitors, primary screen, cell lysate, luminescence; Heat shock protein HSP 90 (rabbit reticulocyte lysate; luciferase refolding); Rabbit reticulocyte lysate, luciferase refolding luminescence, 3 h; inhibition, % at 5.6 µM; hit rate 0.91% among 290,000;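 active = inhibition above the screen-wide mean plus 3 SD, computed separately per campaign, cut at about 16% in these data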;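 also: 0% = DMSO wells and 100% = 60 µM geldanamycin wells; inhibitors lower the luminescence because luciferase stays unfolded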
# Platelet DG rel: inhibitors of platelet dense granule secretion, primary screen, cell-based, MLPCN, human platelets; human platelet-rich plasma, SFLLRN dense granule ATP release, luminescence; inhibition, %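 (compounds screened at 7.5 µM in platelet-rich plasma)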; hit rate 0.22% among 300,000;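 active = mean replicate score, as percent of positive control, at or above 50; inconclusive = mean below 50 but at least one replicate at or above 50; inactive = mean and every replicate below 50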
# * = called active by the depositor; i = inactive; ? = inconclusive; nt = not tested or not shown. These rows are one share of the data (hit frequency here may not be typical).
structure	GSK3 alpha inh	AI-2 QS mod	PolyA inh	Dyrk1A ADPGlo	HSF1 inh	HSF-1 act	HDAC3 inhib	GSK3B inh	HSP90 refold inh	Platelet DG rel
CCn1nc(C)cc1C(=O)N1CCCC(N2CCN(c3cccc(Cl)c3)CC2)C1 (centres undefined)	-2	27	i	10	-4	-7	-7	-3	3	-9
O=S(=O)(c1ccccc1F)N1CCN(CC(O)c2ccccc2)CC1 (centres undefined)	-1	11	i	nt	-3	-18	2	1	-1	-3
CC(C)CN1C(=O)c2ccc(NC(=O)c3cccs3)cc2C1=O	-2	9	i	4	15	29	-11	-2	3	-1
COc1ccc(C(=O)CSc2nnc(CNc3ccc(C)cc3C)n2Cc2ccco2)cc1	-1	10	i	7	0	13	nt	-1	4	0
Cc1no[n+]([O-])c1COc1ccc(/C=C(\C#N)C(N)=O)cc1	0	10	i	10	-27	-39	0	2	-1	3
Cc1cc(C)n2nc(C(=O)Nc3ccc(S(=O)(=O)N(C)C)cc3)nc2n1	-2	7	i	14	2	18	0	0	1	-4
CC(NC(=O)c1ccc(C#N)cc1)C1CC2CCC1C2 (centres undefined)	-1	33	i	-6	-1	-14	0	0	-1	4
O=C(O)CC(NS(=O)(=O)c1c(F)cc(F)cc1Br)c1ccccc1Cl (centres undefined)	0	8	i	-4	1	-12	-3	5	4	-5
CCc1ccccc1NC(=O)c1cnc2n(c1=O)CCS2	0	-7	i	3	1	7	5	-2	-1	5
Cc1ccc(C(=O)NCC(=O)OCCCOC(=O)CNC(=O)c2ccc(C)cc2)cc1	1	14	i	12	-1	-1	-10	-4	nt	3
COCCn1c(C)cc(/C=C(\C#N)C(=O)OC(C)C(=O)Nc2ccc(NC(C)=O)cc2)c1C (centres undefined)	-4	4	i	-19	5	17	0	3	nt	6
CC1=Nc2ccc3ccccc3c2C1(C)C	0	7	i	-3	5	17	1	4	1	-3
CCOC(=O)C1CCCN(CCC(=O)Nc2ccccc2)C1 (centres undefined)	0	6	i	-3	3	3	0	0	-1	1
Cc1cc(OCC(=O)NCC(O)c2ccccc2)c2c(C)cc(=O)oc2c1 (centres undefined)	3	10	i	5	8	4	-39	2	1	6
CCc1ccc(NC(=O)N2CCC(c3ccccc3)C2)cc1 (centres undefined)	-1	3	i	8	21	26	nt	1	-2	4
NC(=O)CS(=O)(=O)c1nc2ccccc2n1Cc1ccccn1	7	4	i	nt	-1	2	-4	6	-3	-1
Cc1cc2oc(=O)cc(Cn3ccnc3)c2cc1C	-2	4	i	-4	-4	9	5	2	-2	-12
O=C(NC1CCN(Cc2cccc([N+](=O)[O-])c2)CC1)c1ccccc1	-1	0	i	10	-1	10	2	2	0	10
Cc1cc(C)nc(SCNC(=O)c2ccc(Cl)cc2)n1	-1	12	i	0	6	-1	5	1	2	5
COc1ccc(OCCCC(=O)N2CCCc3ccccc32)cc1	2	-4	i	6	-2	-3	-2	-1	-1	-6
COc1ccccc1NC(=O)Nc1cccnc1	6	2	nt	nt	nt	nt	-8	1	-2	nt
S=C(NCc1cccnc1)Nc1ccc(Cl)cc1	-3	17	i	8	1	2	-4	1	-2	6
COc1ccc(/C=C(/NC(=O)c2ccccc2)C(=O)NCCN2CCOCC2)cc1OC	0	20	i	3	-7	-19	1	4	0	-2
CCOCCCNC(=O)c1cn(CC(C)C)c(=O)c2cc(OC)c(OC)cc12	nt	9	i	5	5	8	nt	0	-5	1
COc1ccc(NC(=O)CSC2=C(C#N)C(c3ccco3)C3=C(CCCC3=O)N2)c(OC)c1 (centres undefined)	2	12	i	0	16	50	0	-1	-1	5
Cc1ccccc1SC1CCN(C(=O)C2CCC(=O)N(C3CC3)C2)CC1 (centres undefined)	-4	21	i	2	0	-7	16	0	-5	13
COc1cccc(CNCc2ccc3c(c2)OCO3)c1	5	2	i	11	-2	1	1	4	0	0
Cc1ccc(C(OCC(O)CN2CCCCC2CO)c2ccccc2)cc1 (centres undefined)	0	14	i	nt	-2	-17	-3	0	-2	-3
CC(C)(C(=O)c1ccccc1)/[N+]([O-])=C/c1ccccc1	-4	32	i	-5	1	-5	5	-3	-1	-13
CC(=O)Nc1ccccc1OCc1cnc(Cl)s1	-4	4	i	-5	2	2	-2	-4	-3	5
O=CN(CCN(C=O)CN1CCCCC1)CN1CCCCC1	2	1	i	4	-1	-9	-4	-4	4	7
Cc1cc(NC(=O)CN2C(=O)c3ccccc3S2(=O)=O)no1	1	-3	i	0	-7	-4	-2	0	3	-1
COc1cccc(CC(C(=O)Nc2cc(C)ccc2C)c2nn[nH]n2)c1OC (centres undefined)	3	20	i	7	-5	24	-1	-2	-1	1
COc1ccccc1NC(=S)NCCSc1ccc(Cl)cc1	-1	14	i	-3	-1	36	0	6	3	14
CC(C)(C)c1ccc(/C=C2/SC(N3CCCC3)=NC2=O)cc1	-1	39	i	nt	3	8	7	-4	-2	2
COc1ccc(-c2cn3c(C)c(C(=O)NC(C)C)sc3n2)cc1	0	11	i	4	4	-18	5	2	1	-5
CCCN(Cc1ccco1)S(=O)(=O)c1ccc(OC)c(OC)c1	-3	3	i	2	1	11	nt	-4	-4	3
Cc1nc(NC(=O)CSc2nc3cccnc3n2Cc2ccccc2)sc1C	0	20	i	-7	-3	5	4	4	2	nt
O=C(c1ccncc1)c1ccc(NS(=O)(=O)c2ccc(Br)s2)cc1	-1	11	i	-4	-12	-21	0	3	4	12
CN1CCCC(OC(=O)c2ccc3c(c2)OCCO3)C1 (centres undefined)	nt	4	i	-3	-4	1	nt	-3	5	0
COc1ccc(N(C)S(=O)(=O)c2cccc(C(=O)Nc3ccc(-n4cnnn4)cc3)c2)cc1	-5	50	i	9	-12	6	3	0	1	3
CC(C)c1cc(NC(=O)CSc2nnc(-c3ccccc3F)n2C)on1	0	16	i	0	1	2	0	0	0	-7
CCOc1cc(C2/C(=C(/O)c3ccc(S(=O)(=O)N4CCCCC4)cc3)C(=O)C(=O)N2CCOC)ccc1O (centres undefined)	0	32	i	3	1	-5	-1	2	-5	-7
COCCn1cnc2c1c(=O)n(Cc1ccc(Br)cc1)c(=O)n2Cc1ccccc1	-3	nt	i	2	4	22	4	nt	-3	-1
COc1cccc(C=Nc2ccc3c(c2)CCC3)c1O	2	22	i	-8	1	6	4	-1	-1	10
COc1ccc(NC(=O)CC(NCc2ccccn2)C(=O)O)cc1 (centres undefined)	-3	19	i	0	0	17	1	0	3	2
COC(=O)c1ccccc1NC(=O)CSc1n[nH]c(-c2ccncc2)n1	1	-6	i	3	-8	-11	4	-8	-1	32
COc1ccc(NC(=O)CSc2nc3ccccc3c(=O)n2CCCC(=O)NCC2CCCO2)c(OC)c1 (centres undefined)	-1	7	i	-6	7	8	-4	-4	-6	4
COC(=O)C1CCN(C(=O)c2cc(OC)c(OC)c(OC)c2)CC1	-3	11	i	-2	9	43	6	2	6	-1
O=C1c2cccc3cccc(c23)C(=O)N1c1ccccc1Cl	0	10	i	1	10	?	11	-1	-2	-2
CCCCCN(C(=O)CCC(=O)OCc1ccccc1Cl)c1c(N)n(CCCC)c(=O)[nH]c1=O	1	45	i	9	1	-10	-11	0	3	-25
O=C(c1cc(=O)[nH]c2ccccc12)N1CCN(c2ccc([N+](=O)[O-])cc2)CC1	0	15	i	1	-1	2	nt	-2	2	-3
CC1=C(C(=O)OCC(C)C)C(c2cccs2)NC(=S)N1 (centres undefined)	1	-18	i	0	-1	6	5	-2	-2	3
Cc1ccc(C(=O)Nn2cnnc2)cc1	-4	17	i	-2	6	23	-7	-1	0	1
CCn1nc(C)c(CNC(=O)C2CCC(=O)N(CCc3ccc(OC)cc3)C2)c1C (centres undefined)	1	4	i	-5	-7	-1	4	1	-5	11
C/C(=N\NC(=O)c1ccccc1O)c1ccc(NC(=O)c2ccccc2)cc1	nt	13	nt	-3	nt	nt	-3	-1	0	nt
CC(C)C(NS(=O)(=O)c1cccs1)C(=O)NCCN1CCN(c2ccccc2)CC1 (centres undefined)	-3	18	i	-4	-1	2	0	-1	-2	1
Cc1ccc(C(=O)O/N=C(\N)c2ccccn2)c(C)c1	-1	4	i	47	-89*	-90	nt	-28	92*	46
CCOc1ccccc1N1C(=O)CC(Sc2n[nH]c(-c3ccccc3)n2)C1=O (centres undefined)	nt	22	i	-2	-10	-22	9	3	-1	7
CN1CCN(c2ccc(NC(=O)c3ccc([N+](=O)[O-])o3)cc2Cl)CC1	-2	101	i	-2	-78*	-79	3	0	1	11

# The list goes on.
structure	GSK3 alpha inh	AI-2 QS mod	PolyA inh	Dyrk1A ADPGlo	HSF1 inh	HSF-1 act	HDAC3 inhib	GSK3B inh	HSP90 refold inh	Platelet DG rel
CCS(=O)(=O)N1Cc2ccccc2CC1C(=O)Nc1ccc(C)cc1 (centres undefined)	0	1	i	2	12	15	-9	-1	1	1
CC(C)N(C(=NCc1ccccc1)NC(=O)c1ccccc1)C(C)C	-1	8	i	0	-3	-2	4	2	nt	3
C/C=C(\C)C(=O)N1CC2(CC(c3cccc(NC(=O)COc4ccc(Cl)cc4)c3)=NO2)C[C@@H]1C(N)=O (some centres undefined)	3	12	i	-4	1	1	-3	-2	nt	3
Cc1cccc(-n2c(SCC(=O)NCc3ccc4c(c3)OCO4)nc3ccccc3c2=O)c1	-1	1	i	-2	10	10	5	-3	0	-12
CN(CC(=O)NCC1CCCCC1)S(=O)(=O)c1ccc(Cl)cc1	-1	29	i	-6	-4	4	-6	2	0	-1
CCN(CC)C(=O)/C(=C\c1cccc([N+](=O)[O-])c1)NC(=O)c1ccco1	0	10	i	-3	-3	-12	5	1	4	-7
COc1cc(NC(=O)C2CC(=O)NC3=C2C(=O)CCC3)cc(OC)c1 (centres undefined)	0	6	i	1	-8	-7	0	1	0	12
CCCCCCOc1ccc(C(=O)O)cc1	-4	-23	i	-6	nt	nt	0	0	-4	-2
C=C1CCN([C@@H](CC(C)C)C(=O)NCCC(C)C)S(=O)(=O)c2ccccc21	-2	1	i	6	5	-5	6	-1	nt	-2
